# Compound activity (PubChem BioAssay)
# TSHR antag: human thyrotropin receptor antagonism; activity change, negative = inhibition, % at 11.5 µM; 330,000 tested, 0.2% active; TSHR-expressing cells, TSH-stimulated cAMP HTRF, 2 h; active compounds read low; P16473;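 active means activity change below a set negative limit, meaning inhibition stronger than a set level, cut at about -70% in these data; inconclusive means activity change between two set negative limits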; further: on the % scale 0 is the no-effect control and ±100 the full control effect
#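 Inhibition of cAMP made by TSHR-expressing cells under TSH stimulation (4nM final, EC80; 2 h, 37 deg C) is quantified with a one-step lysis HTRF kit, anti-cAMP cryptate versus cAMP-d2.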
# BCR signal inh: blocks chronic active B-cell receptor signaling; ABC-DLBCL IkBa-CBG/CBR reporter, luminescence ratio, 4 h; Potency, µM (doses to about 46.1 µM), inactives show at the highest dose ratio change, negative = lower green/red ratio, hits mostly inhibitors; 340,000 tested, 0.05% active; AID 493014; active means well fitted inhibition curve with a large enough effect in the signal ratio, with a control signal flat, not every such curve was filed as active; inconclusive means small, poorly fitted or top-dose-only effect, or effect the other way, or a change in a side signal; the % refers to the signal ratio;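 further: potency means the concentration at half of the fitted maximal effect; plate controls were basal doxycycline-induced cells for no effect and cells given 10 µM MG132 for full effect; MG132 reads +100%, hits lower the ratio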
#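 Compounds up to 46 uM were incubated four hours with TMD8 cells whose green CBG68 luciferase is fused to IkappaBalpha; red CBR luminescence normalised the signal, and concentration-effect curves were fitted to fusion, red and ratio data.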
# ELG1 repair inh: inhibitors of ELG1-dependent DNA repair in HEK293T cells; HEK293T ELG1-luciferase reporter, luminescence, 16 h; DNA damage induced by 5-fluorouridine; Potency, µM (doses to about 46.1 µM), without a hit: top-dose activity change, negative = inhibition, usual class: inhibitors; 330,000 tested, 2.3% active; further: potency means the concentration at half of the fitted maximal effect; on the % scale 0 is the no-effect control and ±100 the full control effect; nearly all actives have a fitted effect of over 55% in size
#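 HEK293T cells expressing luciferase-tagged ELG1 (2,000/well) received 5-Fluorouridine plus compound or DMSO for 16 hr at 37 °C. Luciferase was read by ONE-Glo luminescence after 30 min at room temperature.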
# Mito fusion yeast: blocks mitochondrial division or promotes mitochondrial fusion; AID 485298; S. cerevisiae fusion-defective mutant growth rescue, CellTiterGlo 48 h; Potency, µM (highest dose often 46.1 µM), without a hit: top-dose growth rescue (activation), hits mostly activators; 320,000 tested, 0.23% active;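 further: potency means the concentration at half of the fitted maximal effect; % of control where 0% means no effect; nearly all actives have a fitted effect of over 45% in size; temperature-sensitive fusion mutants such as fzo1-1 at 37 °C on non-fermentable ethanol glycerol medium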
#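 S. cerevisiae fusion-defective temperature-sensitive mutants (e.g. fzo1-1, mgm1-5) grown 48 h at 37C in YPEG (ethanol/glycerol non-fermentable) medium with 23 nl compound per well; growth rescue read as CellTiterGlo luminescence.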
# USP2a block: inhibitors of human ubiquitin-specific protease USP2a; USP2 core, Ub-CHOP2 coupled fluorogenic reporter, 485/531; O75604; AID 463254; 330,000 tested, 0.01% active; Potency, µM (titrated, usually from 38.3 µM), without a hit: at the highest dose activity change, negative = inhibition, usual class: inhibitors;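 further: potency means the concentration at half of the fitted maximal effect; plate controls were DMSO wells for no effect and full inhibition by NEM control for full effect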
# Target sequence (O75604 whole entry, looked up): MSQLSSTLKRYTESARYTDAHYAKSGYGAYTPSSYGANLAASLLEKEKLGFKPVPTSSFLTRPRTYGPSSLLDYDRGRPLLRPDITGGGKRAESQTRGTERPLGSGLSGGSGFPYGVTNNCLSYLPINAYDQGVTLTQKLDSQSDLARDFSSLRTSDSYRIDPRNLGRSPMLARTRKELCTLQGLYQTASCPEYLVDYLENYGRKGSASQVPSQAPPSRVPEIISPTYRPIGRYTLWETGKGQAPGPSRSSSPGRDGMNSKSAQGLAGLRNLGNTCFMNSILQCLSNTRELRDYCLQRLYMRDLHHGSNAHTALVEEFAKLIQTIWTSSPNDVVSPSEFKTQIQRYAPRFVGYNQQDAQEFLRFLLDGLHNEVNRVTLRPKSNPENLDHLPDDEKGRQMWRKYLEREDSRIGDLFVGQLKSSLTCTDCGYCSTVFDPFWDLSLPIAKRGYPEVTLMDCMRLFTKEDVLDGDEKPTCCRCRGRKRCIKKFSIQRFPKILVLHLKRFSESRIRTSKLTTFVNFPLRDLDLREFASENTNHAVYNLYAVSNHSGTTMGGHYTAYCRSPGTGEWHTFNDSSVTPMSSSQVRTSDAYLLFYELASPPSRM
#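 Cell-free coupled assay: 10nM USP2 core preincubated 30min RT with compound in Tris-HCl pH 8.0/CaCl2/CHAPS buffer, then 25nM Ub-CHOP2 and 25nM reporter substrate; fluorescence (Ex 485/Em 531) read after 60min RT, normalized to NEM inhibition, concentration-response curves fitted.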
# TCR activator: activators of T cell receptors | 330,000 tested, under 10 active | primary human leukocytes, anti-CD3, IL-2 HTRF, 48 h | Potency, µM (doses to about 9.22 µM), for the others: top-dose activation of IL-2 secretion, most hits filed as activators; further: % of control where 0% means no effect
#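 Primary human leukocytes incubated 48 hr with anti-CD3 beads plus compound, without co-stimulation. Secreted IL-2 measured by HTRF (europium cryptate/d2 anti-IL-2 pair, 320 nm excitation, 665 nm emission).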
# Tb PFK inh: blocks T. brucei phosphofructokinase; AID 485367; O15648; Potency, µM (series often up to 57.5 µM), inactives show at the top dose activity, negative = inhibition, most hits filed as inhibitors; 330,000 tested, 0.17% active; T. brucei PFK, ADP-Glo luminescence;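 further: potency means the concentration at half of the fitted maximal effect; 0% = uninhibited 1x PFK enzyme wells and -100% = no-enzyme wells; nearly all actives have a fitted effect of over 60% in size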
# Target sequence (O15648 whole entry, looked up): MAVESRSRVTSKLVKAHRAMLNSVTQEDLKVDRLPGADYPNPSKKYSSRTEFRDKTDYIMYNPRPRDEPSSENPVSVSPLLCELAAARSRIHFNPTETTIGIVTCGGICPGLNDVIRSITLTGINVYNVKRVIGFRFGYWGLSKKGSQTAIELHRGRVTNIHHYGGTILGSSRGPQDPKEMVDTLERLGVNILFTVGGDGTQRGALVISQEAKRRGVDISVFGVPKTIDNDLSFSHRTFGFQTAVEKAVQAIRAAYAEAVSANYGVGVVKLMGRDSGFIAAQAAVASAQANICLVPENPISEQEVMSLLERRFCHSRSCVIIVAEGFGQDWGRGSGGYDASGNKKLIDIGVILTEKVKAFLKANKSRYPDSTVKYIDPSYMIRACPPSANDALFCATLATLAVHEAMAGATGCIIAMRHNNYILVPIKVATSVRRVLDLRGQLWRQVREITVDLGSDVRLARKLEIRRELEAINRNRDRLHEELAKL
#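 Luminescent ADP detection (ADP-Glo, two-step: ATP depletion then ADP-to-ATP conversion for luciferase) reported PFK activity after 45 min room-temperature reaction of 1.25 nM enzyme with 0.5 mM F6P and 0.1 mM ATP at pH 8.0.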
# Eya2 inh: inhibitors of human Eya2 phosphatase activity | O00167 | recombinant Eya2, OMFP fluorescence dephosphorylation (OMFP is methylfluorescein phosphate) | Potency, µM (series often up to 76.9 µM), for inactives: at the top dose activity, negative = inhibition, most hits filed as inhibitors | 330,000 tested, 0.006% active | AID 488837; further: potency means the concentration at half of the fitted maximal effect; on the % scale 0 is the no-effect control and ±100 the full control effect
#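 Eya2 (0.2 uM) preincubated 10 min at ambient with compound, then OMFP substrate added at 50 uM; 10 min reaction in 50 mM HEPES pH 7.5, 50 mM NaCl, 5 uM MgCl2, 0.05% BSA, 1 mM DTT. Fluorescence read at Ex 485/Em 525 nm.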
# uPA surface inh: cell surface uPA generation inhibition; Potency, µM (titrated, usually from 38.3 µM), for the others: at the highest dose activity change, negative = inhibition, hits mostly inhibitors; cell surface uPA generation assay, qHTS; AID 540303; 330,000 tested, 0.31% active; active means well fitted inhibition curve with a large enough effect; inconclusive means small, poorly fitted or top-dose-only effect; inactive means no such curve, though single readings can be large or run the other way; tested in mouse RAW 264.7 cells; further: potency means the concentration at half of the fitted maximal effect; on the % scale 0 is the no-effect control and ±100 the full control effect; nearly all actives have a fitted effect of over 55% in size
# B2AR arrestin: beta2AR (human) beta-arrestin recruitment activity. P07550. Potency, µM (series often up to 46.1 µM), for the others: top-dose activation, most hits filed as activators. beta-arrestin recruitment to beta2AR, cell-based reporter. 330,000 tested, 0.02% active. AID 492947;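 further: potency means the concentration at half of the fitted maximal effect; 0% = DMSO controls and full agonism = EC100 isoproterenol or metaproterenol; nearly all actives have a fitted effect of over 65% in size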
# TSG101-PTAP inh: blocks PTAP/TSG101 interaction to inhibit HIV-1 budding; Q99816; Fluorescence polarization, FITC-PTAP peptide / Tsg101 binding; Potency, µM (doses to about 115 µM), without a hit: at the highest dose activity change, negative = inhibition, actives largely listed as inhibitors; 340,000 tested, under 10 active; active means well fitted inhibition curve with a large enough effect in the main read-out, with a control signal flat, not every such curve was filed as active; inconclusive means small, poorly fitted or top-dose-only effect, or effect the other way, or a change in a side signal; inactive means no such curve, though single readings can be large or run the other way; further: potency means the concentration at half of the fitted maximal effect; % of control where 0% means no effect
#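 Fluorescence anisotropy tracks displacement of a FITC-tagged PTAP peptide (50 nM) from the Tsg101 binding domain (10 uM), following a 20 min room-temperature incubation at pH 7.5.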
# Active calls of the source: *; ? = inconclusive; . = no result given; [ ] = dose if it differs, or a comment. Unless noted, the call rests on the fitted dose curve; in most records, active means well fitted curve in the direction sought with a large enough effect; inconclusive means small, poorly fitted or top-dose-only effect, or another doubt; inactive means no such curve, though single readings can be large; an effect the other way counts as inactive or inconclusive.
SMILES,TSHR antag,BCR signal inh,ELG1 repair inh,Mito fusion yeast,USP2a block,TCR activator,Tb PFK inh,Eya2 inh,uPA surface inh,B2AR arrestin,TSG101-PTAP inh
CSc1nc2ccc3nc(NC(=O)C4COc5ccccc5O4)sc3c2s1 (stereo unspecified),-10,?,?,30%,-1%,5%,-3%,2%,16%,-0.1%,-1%
O=C1CN(Cc2nc3cc(Cl)ccc3c(=O)[nH]2)CCN1,4,0%,7%,1%,9%,13%,0%,3%,-2%,0.0%,-11%
C=CCc1ccc(OCCCCN2CC(C)OC(C)C2)c(OC)c1 (stereo unspecified),20,?,-10%,?,0%,-7%,-8%,5%,0%,0.0%,-7%
CN(C(=O)CSc1ncccc1C(=O)O)c1ccccc1,0,-16%,?,2%,1%,-13%,0%,-7%,.,-0.2%,-9%
O=C(Nc1ccccc1N1CCOCC1)c1cccnc1Cl,12,6%,8%,0%,3%,-3%,1%,-9%,1%,-0.2%,1%
CCOC(=O)Nc1cccc(C(=O)O)c1,-3,?,?,-1%,2%,-3%[46.1 µM],3%,-7%,-1%,0.0%,-2%
COC(=O)c1cn(Cc2cccc(C)c2)nn1,3,2%,-1%,-7%,4%,-2%[46.1 µM],-8%,3%,-16%,-0.4%,-1%
COc1ccc(OCCC(=O)Nc2ccccc2)cc1,6,-2%,17%,-1%,-1%,.,-1%,3%,-14%,-0.8%,1%
O=[N+]([O-])c1cc(/C=N\Nc2nc(-c3ccccc3)cs2)ccc1O,-12,?,12%,-1%,-4%,0%,16%,-4%,5%,0.2%,-4%
COCCN1C(=O)c2[nH]nc(-c3ccccc3O)c2C1c1ccc(OC)cc1 (stereo unspecified),-3,?,0%,2%,-1%,3%,4%,2%,0%,-1.1%,-3%
CCC[N+]1(CC#CC(O)(c2ccccc2)C2CCCCC2)CCCCC1 (stereo unspecified),32,?,0%,-6%,-1%,13%,0%,4%,3%,0.5%,0%
CCOC(=O)c1c(C=O)c(C)n(Cc2ccc(Cl)cc2)c1C,7,?,?,?,0%,1%,4%,-13%,-1%,0.0%,-6%
CCN1CCN(C(c2cccnc2)c2c(NC(=O)c3ccco3)sc(C)c2C)CC1 (stereo unspecified),16,-4%,-7%,1%,-2%,-4%,-4%,-21%,?,0.3%,-3%
Cc1ccc2nc(-c3ccc(NC(=O)CCN4C(=O)c5ccccc5C4=O)cc3)sc2c1,1,1%,?,-4%,4%,-7%[46.1 µM],2%,0%,-10%,-1.0%,0%
COc1cc(OC)cc(C(=O)NNC(=O)CCNS(=O)(=O)c2ccc(C)c(C)c2)c1,-2,2%,27%,-3%,-1%,-5%,-9%,20%,18%,-0.3%,-7%
C=CCNCCOc1c(C)cc(C)cc1Cl,-4,0%,-8%,-3%,2%,2%[46.1 µM],6%,-8%,-2%,-0.2%,-1%
COc1cccc(C(=O)NOCc2ccc(C)cc2)c1OC,.,-2%,?,5%,0%,-7%,-15%,-10%,-1%,-0.3%,0%
Cc1ccc(NC(=O)C2CCCNC2=O)nc1 (stereo unspecified),0,-1%,7%,-2%,0%,6%,-19%,12%,8%,-0.3%,0%
CC(Sc1ccc(S(=O)(=O)N2CCOCC2)cn1)c1ccccc1Cl (stereo unspecified),-29,-3%,?,.,3%,6%,-9%,-13%,8%,-0.2%,0%
Cc1ccsc1C(=O)OCC(=O)Nc1nnc(-c2ccccc2)o1,12,?,22%,7%,0%,0%,22%,-18%,-1%,-0.1%,-1%
CCOC(=O)C1=C(COC(=O)CSc2ccc(C)cc2)NC(=O)NC1C (stereo unspecified),-2,-1%,13%,3%,4%,-6%,-4%,0%,11%,-0.3%,-4%
COC(=O)c1sccc1NC(=S)OC,-2,7%,-1%,3%,-1%,1%,11%,5%,0%,4.1%,-4%
Cc1cc(NC(=O)Cn2cnc3sc(C)c(-c4ccccc4)c3c2=O)no1,8,?,-11%,-1%,0%,2%,-3%,-1%,7%,-0.3%,-4%
O=C(C1CC(c2ccccc2O)=NO1)N1CCCC1 (stereo unspecified),-6,12%,?,-3%,-1%,.,5%,4%,0%,-1.6%,-3%
C#CCNC(=O)/C=C/c1ccc(OC)cc1,7,?,?,-1%,3%,8%,-1%,5%,-6%,-0.5%,-3%
COc1cc2c(cc1OC)CN(S(C)(=O)=O)CC2,-2,?,1%,0%,0%,7%,-6%,10%,-13%,-0.4%,2%
CCC(=O)c1ccc(NC(C)=O)cc1O,-4,-3%,9%,-2%,10%,9%,2%,?,-3%,-0.3%,-4%
CCN(C(=O)CSc1nc(C)nc2sc(C)c(C)c12)c1ccc(F)cc1,7,-1%,1%,2%,0%,-7%,-1%,6%,9%,0.3%,-4%
COc1ccccc1N1CCN(C(=O)CN(c2ccccc2OC)S(=O)(=O)c2ccccc2)CC1,-10,?,-18%,5%,1%,-5%,7%,10%,0%,-0.2%,-4%
O=C(Nc1cccc(-c2nnc(-c3ccccc3)o2)c1)C1CC1,-24,0%,?,9%,6%,0%,3%,2%,-3%,-0.3%,1%

# Structural class: the compounds so far with an NH in an aromatic ring.
SMILES,TSHR antag,BCR signal inh,ELG1 repair inh,Mito fusion yeast,USP2a block,TCR activator,Tb PFK inh,Eya2 inh,uPA surface inh,B2AR arrestin,TSG101-PTAP inh
O=C1CN(Cc2nc3cc(Cl)ccc3c(=O)[nH]2)CCN1,4,0%,7%,1%,9%,13%,0%,3%,-2%,0.0%,-11%
COCCN1C(=O)c2[nH]nc(-c3ccccc3O)c2C1c1ccc(OC)cc1 (stereo unspecified),-3,?,0%,2%,-1%,3%,4%,2%,0%,-1.1%,-3%

# 4 records drawn at random from the list so far, as already listed:
SMILES,TSHR antag,BCR signal inh,ELG1 repair inh,Mito fusion yeast,USP2a block,TCR activator,Tb PFK inh,Eya2 inh,uPA surface inh,B2AR arrestin,TSG101-PTAP inh
CN(C(=O)CSc1ncccc1C(=O)O)c1ccccc1,0,-16%,?,2%,1%,-13%,0%,-7%,.,-0.2%,-9%
Cc1ccsc1C(=O)OCC(=O)Nc1nnc(-c2ccccc2)o1,12,?,22%,7%,0%,0%,22%,-18%,-1%,-0.1%,-1%
COCCN1C(=O)c2[nH]nc(-c3ccccc3O)c2C1c1ccc(OC)cc1 (stereo unspecified),-3,?,0%,2%,-1%,3%,4%,2%,0%,-1.1%,-3%
COc1cccc(C(=O)NOCc2ccc(C)cc2)c1OC,.,-2%,?,5%,0%,-7%,-15%,-10%,-1%,-0.3%,0%

# Next part.
SMILES,TSHR antag,BCR signal inh,ELG1 repair inh,Mito fusion yeast,USP2a block,TCR activator,Tb PFK inh,Eya2 inh,uPA surface inh,B2AR arrestin,TSG101-PTAP inh
Cc1ccc(F)cc1NC(=O)CSc1nc(Nc2ccccc2)nc(N2CCOCC2)n1,2,1%,-2%,-2%,-1%,-3%,-5%,1%,4%,0.0%,0%
C/C(CC(=O)Nc1ccc(N(C)C)cc1)=N\NC(=O)c1ccc(Cl)cc1,4,?,2%,0%,0%,5%,9%,2%,-22%,0.3%,-6%
O=C(c1ccc(Cl)cc1)c1c[nH]c(C(=O)C(Cl)(Cl)Cl)c1,-11,?,9%,-3%,1%,-5%,3%,-30%,4%,-0.1%,-8%
CCOCCCNC(C(=O)Nc1ccc(OC)c(Cl)c1)c1ccccc1 (stereo unspecified),0,-8%,-4%,-1%,3%,-4%,1%,-11%,-2%,?,1%
N[C@@H](Cc1ccccc1)c1nnc2sc(SCc3ccccc3)nn12,5,-2%,-9%,17%,1%,.,-10%,4%,-5%,0.0%,1%
COc1ccc(C(=O)N2CCCC(Nc3ccc(C(C)C)cc3)C2)c(OC)n1 (stereo unspecified),-1,0%,-11%,-1%,3%,2%,0%,-1%,11%,0.0%,0%

# Rows are unselected; 3% or so of the library scored in one or more.
